Assay outcomes (PubChem)
ARNT TACC3 PPI – ARNT/TACC3 interaction disruption; Q9Y6A5; AlphaScreen His-ARNT PAS-B/GST-TACC3 binding, luminescence; TACC3 fragment carries E629A point mutation; inhibition, % at 9.99 µM; hit rate 0.66% among 390,000; AID 623870;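 active = mean inhibition of replicates at least 50% and at least half of replicates each reaching 50%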;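 note: 0% = complete ARNT plus TACC3 wells and 100% = ARNT alone without TACC3; many hits fall short of the cut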
PGC1a acetyl inh – lowers PGC1a acetylation signal in U2OS cells; inhibition, % at 15.6 µM; hit rate 0.17% among 350,000; AlphaScreen anti-acetyl-lysine; with virally co-expressed GCN5 acetyltransferase;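 active = every replicate shows inhibition of at least 40%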;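 note: 0% = neutral control wells and 100% = positive control wells; some results beyond the cut were filed as inactive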
PAX8 reporter – inhibitors of PAX8 transcriptional activity in RMG-I cells | RMG-I TPO-luciferase reporter, SteadyGlo, 24 h | inhibition, % at 12.6 µM | hit rate 1.2% among 360,000;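 active = mean replicate inhibition at least 60% with every replicate also reaching 60%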;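 note: luciferase light reporting Pax8 driven TPO promoter activity; plate controls were median of neutral control wells for no effect and mitoxantrone controls for full effect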
The depositor's hits bear a star; . = not tested or not shown. This is a subset, so the mix of outcomes need not match the whole.

Order of results: PGC1a acetyl inh	ARNT TACC3 PPI	PAX8 reporter
O=C(CSc1nnnn1-c1ccc(O)cc1)Nc1cccc(S(=O)(=O)N2CCCC2)c1
  11	0	.
Cc1ccc(NC(=O)CCSc2ccccc2)c(C)c1
  -3	-15	.
COC(=O)CSc1[nH]c(=O)cc(C)c1C#N
  -4	4	.
CCCCN1/C(=C/c2ccc3ccccc3[n+]2CC)Sc2ccccc21
  -4	-2	.
CCOc1ccc(NS(=O)(=O)c2ccc(NC(=S)NC(=O)CC(C)C)cc2)cc1
  -5	7	.
Cc1ccc(Cn2ncc3c(N4CCN(c5ccccc5C)CC4)ncnc32)cc1
  -6	-8	.
CC1CCCCN1Cc1nc2c(c(=O)n(C)c(=O)n2C)n1CCc1ccccc1 (configuration not stated)
  -15	4	.
Cc1c(NC(=O)CSc2nc3ccccc3s2)c(=O)n(-c2ccccc2)n1C
  2	-6	.
O=C(NNC(=O)c1sccc1-n1cccc1)c1cccc(Cl)c1
  12	-2	.
CCc1cc(=S)n2c([nH]c3ccccc32)c1C#N
  -10	1	.
CCCCCOc1ccc(Cl)cc1CN1CCOCC1
  -1	26	.
CC(=O)N1N=C(c2ccncc2)OC12CCCC2
  1	-1	.
CC(=O)Nc1cc(OC(=O)c2ccco2)cc(OC(=O)c2ccco2)c1
  -20	0	.
COC(=O)c1cc2c(n1S(=O)(=O)c1ccc(C)cc1)C(=O)C(=O)c1[nH]cc(C(=O)OCc3ccccc3)c1-2
  11	-2	.
CCOc1ccccc1C(=O)N1c2ccccc2Sc2ccccc21
  -12	-2	.
CC1CCN(c2ccccc2NC(=S)NC(=O)c2cccs2)CC1
  12	4	.
CCC(CO)NC(=O)c1ccc(-c2nn(C)c(=O)c3ccccc23)cc1 (configuration not stated)
  .	4	-5
CC(=O)Nc1cccc(-c2cc(-c3c(Cl)cccc3Cl)no2)c1
  .	4	0
c1cc(CNC2=NCCCCC2)ccn1
  .	-5	-18
O=C(NC1=C(Nc2ccc(Cl)cc2)C(=O)c2ccccc2C1=O)c1ccccc1
  .	51*	47
CCOC(=O)c1cc(-c2ccncc2)nc2c1c(C)nn2C
  .	-14	7
Cc1ccc(NC(=O)CN2CCC(C(=O)c3ccc(F)cc3)CC2)cc1
  .	-4	-11
CC1(C)CC(=O)C2=C(C1)NC1=C(C(=O)c3ccccc31)C2c1ccccc1 (configuration not stated)
  .	0	17
CCc1c(C)sc(NC(=O)c2cccs2)c1C#N
  .	2	-25
Cc1ccc(S(=O)(=O)Nc2ccc(N3CCOCC3)cc2)cc1[N+](=O)[O-]
  .	-1	13
CCOC(=O)c1ccccc1N=N/C(C(C)=O)=C(/C)O
  .	1	16
COc1ccccc1NC(=O)c1cc(N)cc(C(=O)Nc2ccccc2OC)c1
  .	-3	17
CCOC(=O)N1CCN(CC(=O)Nc2ccc(F)c(F)c2F)CC1
  .	-3	1
O=C(Nc1ccc(Cl)c(C(F)(F)F)c1)C(=O)N1CCCCC1
  .	-4	33
Cn1c(=O)cc(SCC(=O)N2CCN(C(=O)c3ccco3)CC2)c2ccccc21
  .	-2	23
CCOC(=O)c1c(C)c(C(=O)Nc2cc(F)ccc2F)c(C)n1C
  .	-14	-24
CC(C)c1nnc(NC(=O)CCC(=O)Nc2ccccc2)s1
  .	20	14
COc1ccc(-n2nc(C(=O)NCC(=O)NCc3ccco3)c3ccccc3c2=O)cc1
  .	3	17
COc1ccc(NC(=O)C2CCCN(S(=O)(=O)c3ccc(C)cc3)C2)cc1OC (configuration not stated)
  .	-5	20
CN(C)c1ccc(/C=N\Nc2nc(-c3ccccc3)cc(=O)[nH]2)cc1
  .	-24	43
COc1ccc2c(-c3cc4ccc(OCc5ccc(F)cc5)cc4oc3=O)cc(=O)oc2c1
  .	-5	8
COc1ccc(/C=N\NC(=O)c2cccc(Br)c2)c(OC)c1
  .	-1	-12
Cc1ccc(C(=O)/C=C/Nc2ccc(S(=O)(=O)Nc3onc(C)c3C)cc2)cc1
  .	-7	-7
CCOC(=O)c1sc(NC(=O)Nc2ccccc2)cc1C
  .	10	-208
COc1ccccc1NC(=O)CSc1nnnn1-c1ccc(C)cc1
  .	-11	-1
Cc1cccc(N2CCN(C(=O)Cn3cccc3C(=O)c3ccccc3)CC2)c1C
  .	37	6
Cc1ccc(OCCn2ccc(=O)[nH]c2=O)cc1C
  .	1	6
COCCN(C(=O)C(C)C)c1nnc(-c2ccc(C)cc2)s1
  .	-4	-40
COc1cccc(/C(O)=C/c2nc3ccc(C(=O)NCCc4ccc(Cl)cc4)cc3[nH]c2=O)c1
  .	-3	-16
CC(=O)Nc1cc(C(=O)N(C)Cc2ccco2)ccc1Sc1ccc(Cl)cc1
  .	1	-26
CCc1cc2c(=O)c(-c3cnn(-c4ccccc4)c3)c(C)oc2cc1OCC(=O)Nc1cccc(C)c1
  .	-17	-4
CCOc1ccc(NC(=O)C2CCN(C(=O)NC3CCCCC3)CC2)cc1
  .	-20	5
CC1=NC(C)(C)Cc2ccccc21
  .	9	6
COc1cccc(C=C2SC(=S)NC2=O)c1
  .	-6	-14
CCOc1cc(Br)c(Br)c(C=Nc2ccc(NC(C)=O)cc2)c1O
  .	-4	-41
N=c1n(CCN2CCOCC2)c2ccccc2n1CC(=O)c1ccc(Cl)c(Cl)c1
  .	10	24
COc1ccc(-c2nn(-c3ccccc3)cc2/C=C(\C#N)S(=O)(=O)c2ccccc2)cc1OC
  .	-2	-6
COc1ccccc1N1CCN(C(=O)CCc2ccc(S(=O)(=O)NC(C)C)cc2)CC1
  .	1	-8
COCCCNC(=O)/C(C#N)=C/c1cc(C)[nH]c1C
  .	6	-14
C=C(C)c1cccc(C(C)(C)NC(=O)NCc2ccncc2)c1
  .	6	7
CCOC(=O)c1c(C)nc2ccc(Cl)cc2c1-c1ccccc1
  .	-8	43
CC(=O)Nc1ccc(OCC(O)CN2C(C)(C)CC(O)CC2(C)C)cc1 (configuration not stated)
  .	23	-27
CCn1c(=O)cc(OCC(=O)NCC2CCCO2)c2ccccc21 (configuration not stated)
  .	-3	6
COC(=O)/C=C/C(=O)Nc1ccc(O)c(Cl)c1
  .	-3	3
CC1CCCCC1NC(=O)c1cc2ccccc2o1 (configuration not stated)
  .	-7	-19

(continued)
Order of results: PGC1a acetyl inh	ARNT TACC3 PPI	PAX8 reporter
C=CCn1c(=O)c2ccc(C(=O)NCc3ccccc3)cc2n(Cc2ccccc2Cl)c1=O
  .	-6	-3
CC(C)OCCCn1c(SCC(=O)N2CCc3ccccc32)nc2ccccc2c1=O
  .	-11	34
O=[N+]([O-])c1c(Nc2ccccn2)cc(Cl)c2nonc12
  .	40	27
C(=N\Nc1ccc2nncn2n1)/c1ccco1
  .	5	-1
O=[N+]([O-])c1cc(S(=O)(=O)N2CCCC2)ccc1NN=C1CCCCC1
  .	-2	13
Cc1onc(-c2ccc(Cl)cc2)c1-c1ccnc(SCC(=O)Nc2cc(Cl)cc(Cl)c2)n1
  .	2	36
Cc1cccc2c(CC(=O)O)noc12
  .	1	5
Cc1cccc(OC(C)C(=O)OCC(=O)N2CCN(c3ccccc3)CC2)c1 (configuration not stated)
  .	0	1
CC(C)OCP(=O)(c1ccccc1)c1ccccc1
  .	-3	-5
CN1C(=O)CC(C(=O)O)SC1=Nc1cccc(C(F)(F)F)c1 (configuration not stated)
  .	0	12
Cc1onc(-c2ccccc2)c1C(=O)Nc1sc2c(c1C(N)=O)CCC2
  .	-6	2
NNC(=O)c1cccc(Cn2cc(Br)c([N+](=O)[O-])n2)c1
  .	-25	2
O=C(NC1CCCCCCC1)C1c2ccccc2C(=O)N1Cc1cccs1 (configuration not stated)
  .	-7	-28
Cc1ccc(C2=N/C(=C\c3ccc(OS(=O)(=O)c4ccc(C)cc4)cc3)C(=O)O2)cc1
  .	0	7
CC(CNC(=O)CC(C)(C)C)NC(=O)CC(C)(C)C (configuration not stated)
  .	-2	-5
CC1CCN(C(=O)CCc2ccc(Oc3cc([N+](=O)[O-])cc([N+](=O)[O-])c3)cc2)CC1
  .	14	8
O=C(O)c1c[nH]ccc1=O
  .	4	9
Cc1cccc(Cn2cnc3c(NS(C)(=O)=O)c(C)c(C)cc32)c1
  .	1	9
CCOc1ccc(NC(=O)C[n+]2ccccc2)cc1
  .	-2	7
O=C(Nc1ccccc1Cc1ccccc1)c1ccc2c(c1)SC1=NS(=O)(=O)CCN12
  .	7	4
C=CCn1c(C(CCCC)CC(C)O)n[nH]c1=S (configuration not stated)
  .	-2	16
Cc1nn(C)cc1C=NCCOCc1ccccc1
  .	0	-4
CC(=O)Nc1ccc2nc(NC(=O)COc3ccc(C)cc3)sc2c1
  .	3	-15
CCOC(=O)COc1ccc(Br)cc1/C=C\c1[nH]c(=O)[nH]c(=O)c1[N+](=O)[O-]
  .	-16	6
CCCCCCCCOC(=O)c1ccc(N)cc1
  .	-1	-6
CC(=O)c1cc(-c2ccccc2)n(CC(=O)Nc2cccc(C)c2C)c1C
  .	-4	6
O=C(CCC(=O)c1cccs1)OCC(=O)c1ccccc1
  .	-9	21
CC(C)CC(C(=O)OCC(=O)Nc1cccc(Cl)c1)N1C(=O)C2CC=CCC2C1=O (configuration not stated)
  .	4	15
CCN1C(=O)/C(=C/c2nc3ccccc3c(=O)[nH]2)c2ccccc21
  .	4	23
COc1cc(C)ccc1OCC(=O)OCC(=O)c1ccc[nH]1
  .	-3	-10
O=C(NCc1ccco1)c1ccc(-c2csnn2)cc1
  .	-19	-20
CON1C(=O)C(=O)N(OC)C2CCCCCC21 (configuration not stated)
  .	-3	-5
Cc1ccc(S(=O)(=O)N2CCN(C(=O)CSC3CCCC3)CC2)c(C)c1
  .	-5	19
O=C(c1ccc(Cn2c(=O)[nH]c3ccccc3c2=O)cc1)N1CCN(c2ccc(F)cc2)CC1
  .	8	19
CCCCN(CCCC)CC(O)COc1ccccc1Br (configuration not stated)
  .	-15	-20
NNC(=O)c1ccc(COc2cccc3ccccc23)cc1
  .	-11	-31
C=CCOCCN(C)C1=NS(=O)(=O)c2ccccc21
  .	22	-5
C=CCNC(=S)N1CCN(CCNC2=CC(=O)CC(C)(C)C2)CC1
  .	-20	0
COc1ccc(NC(=O)Cn2nnc(C(=O)NCc3ccco3)c2N)c(OC)c1
  .	-3	-15
CC1(C)CC(=O)C=C(Nc2ccccc2)C1
  .	-8	-17
COc1ccc(C(=O)N(c2ccc(OC)cc2)S(=O)(=O)c2cccs2)cc1
  .	-3	1
CCN1/C(=C2\SC(=S)N(Cc3ccccc3)C2=O)Sc2ccccc21
  .	4	-6
N#Cc1c(NC(=O)c2cnccn2)sc2c1CCCC2
  .	31	-125
CCC(NC(=O)CCCc1ccccc1)c1ccccc1 (configuration not stated)
  .	-7	2
CC(C)CNC1=C(C(=S)Nc2ccccc2)C(=O)CC(C)(C)C1
  .	-1	5
CN(C)c1cccc(C(=O)Nc2cc(C(F)(F)F)ccc2-n2cnc3ccccc32)c1
  .	1	81*
COc1ccccc1NS(=O)(=O)c1cc(NC(=O)c2cccs2)ccc1N1CCCC1
  .	-3	32
C=C(C)Cn1c(-c2ccccc2)nc2ccccc21
  .	-3	-9
COc1ccc(/C=C/C(=O)N2c3ccccc3Sc3ccc(C(F)(F)F)cc32)cc1
  .	0	5
CC(=O)Nc1ccc(S(=O)(=O)N2CCN(C(=O)Cc3ccccc3)CC2)cc1
  .	-1	4
COc1cc(S(=O)(=O)Nc2ccc(C)cc2)ccc1NC(=O)c1ccncc1
  .	-1	11
Cc1c(-c2ccc(F)cc2)[n+](=O)c(-c2ccc(F)cc2)c(C)n1[O-]
  .	-5	14
CC(=O)N1CCCc2cc(S(=O)(=O)NC(C(=O)NCc3ccc(C)cc3)C(C)C)ccc21 (configuration not stated)
  .	-4	17
Cc1occc1C(=O)NCc1ccco1
  .	0	9
Cc1ccc(CC2CC(=O)N(c3nc(C)cc(C)n3)C2=O)cc1 (configuration not stated)
  .	-9	6
Fc1cnc(N2CCN(c3ccccc3)CC2)nc1N1CCN(c2ccccc2)CC1
  .	-1	-12
COc1ccc(CCNC(=O)Nc2ccc3c(c2)OCO3)cc1OC
  .	-3	-12
COc1cccc(/C=N/Nc2nc3ccccc3[nH]2)c1OC
  .	0	-146
FC(F)(F)c1nc2cc3nc4ccccc4[nH]c3cc2n1
  .	11	-53
NC(=S)COc1ccccc1
  .	-1	-17

The results go on.
Order of results: PGC1a acetyl inh	ARNT TACC3 PPI	PAX8 reporter
Cc1ccc(-n2nnnc2-c2cnn(-c3cccc(F)c3)c2C(F)(F)F)cc1
  .	-1	-10
Cn1c2ccccc2c2c(C(=O)N3CCN(C(=O)c4ccco4)CC3)cn(C3CCCCC3)c(=O)c21
  .	7	22
O=C(CN1C(=O)c2ccccc2C1=O)NCC(=O)OCC(=O)c1ccc(Cl)cc1
  .	-2	6
COc1ccc(C2=C(C=O)Cc3ccccc3O2)cc1
  .	-3	-23
CCCOC(=O)c1ccc(Oc2coc3c(CN(CC)CC)c(O)ccc3c2=O)cc1
  .	1	23
COc1ccc(OCCSCc2nnc(NC(=O)Nc3ccc(Cl)cc3)s2)cc1
  .	-11	4
